MsrA act: bovine MsrA enzyme activators, primary screen, biochemical, absorbance, HTS | Methionine sulfoxide reductase A (Bos taurus) | purified bovine MsrA, absorbance read-out | activation, % at 10.6 µM | hit rate 0.3% among 360,000; in the data active = activation above about 7.5%;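 note: 0% = vehicle and 100% = reference activator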
PABP1 MLLE inh: inhibitors of PABP1 MLLE–PAM2 peptide binding, primary screen, biochemical, fluorescence polarization, FITC-PAM2, GST-MLLE; Polyadenylate-binding protein 1 (Homo sapiens), P11940; inhibition, % at 20 µM; hit rate 0.36% among 360,000; AID 588489, 2011; in the data active = inhibition above about 35%, passing the limit was not always enough;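 note: plate controls were DMSO wells with GST-MLLE for no effect and wells lacking GST-MLLE protein for full effect; some results filed as inactive read as strong as hits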
MT1-MMP act inh: blockers of MT1-MMP proenzyme processing, primary screen, HT1080 RFP-PRO-GFP cells, GFP/RFP fluorescence; GFP/RFP ratio fluorescence, overnight; percent of plate control window, DMSO zero; Matrix metalloproteinase-14 (Homo sapiens), P50281; GFP/RFP ratio change, % at 20 µM; hit rate 0.061% among 360,000;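 active = GFP/RFP ratio change of at least 30% with cell ATP level not reduced by more than half and red fluorescence within 50% of control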; note: strong numbers were not always called active
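Assay system: RFP-PRO-GFP reporter HT1080 cells; read-out basis: GFP/RFP fluorescence ratio; benchmarks: DMSO wells and RFP-L50D-GFP cells; doses: 20 µM single dose, 1% DMSO; schedule: overnight cell settling, then overnight compound exposure, 37 °C, 5% CO2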
FAS-TE inh: FAS thioesterase domain inhibitors, primary screen, biochemical, fluorescence intensity, uHTS. Fatty acid synthase (Homo sapiens), P49327. recombinant FAS-TE, OMFH fluorogenic substrate, fluorescence endpoint. inhibition, % at 15 µM. hit rate 0.67% among 360,000;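 active = compounds whose normalised, plate-corrected inhibition of enzyme fluorescence in the single-dose primary screen is 50% or more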;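 note: 0% = DMSO with enzyme and 100% = substrate without enzyme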
SKN-1 inh: suppressors of acrylamide-induced Pgst-4::GFP reporter in worms, primary screen, SKN-1 inhibitor project, whole organism, uHTS, GFP/RFP fluorescence ratio, strain VP596; AID 624304, 2012; hit rate 0.49% among 360,000; C. elegans VP596 Pgst-4::GFP/RFP ratio, 24 h; inhibition, % at 21.8 µM;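 active = interference check ratio from 0.5 to 1.5 plus GFP to RFP signal ratio inhibition reaching or exceeding a fixed threshold, cut at about 30% in these data, passing the limit was not always enough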; note: some compounds called inactive have numbers as strong as hits
Rin1 Abl inh: inhibitors of Rin1-Abl protein binding, primary screen, biochemical, TR-FRET; inhibition, % at 7.35 µM; Tyrosine-protein kinase ABL1 (Homo sapiens) + Ras and Rab interactor 1 (Homo sapiens), …; hit rate 0.4% among 360,000; in the data active = inhibition above about 5%, passing the limit was not always enough
eLon inh: inhibitors of E. coli Lon protease, primary screen, biochemical, fluorescence polarization; purified E. coli Lon protease; inhibition, % at 7.94 µM; hit rate 0.42% among 360,000; AID 602123, 2011; in the data active = inhibition above about 13%, passing the limit was not always enough;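 note: 0% = enzyme with probe and DMSO and 100% = no enzyme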
Target sequence (P0A9M0 whole entry, looked up): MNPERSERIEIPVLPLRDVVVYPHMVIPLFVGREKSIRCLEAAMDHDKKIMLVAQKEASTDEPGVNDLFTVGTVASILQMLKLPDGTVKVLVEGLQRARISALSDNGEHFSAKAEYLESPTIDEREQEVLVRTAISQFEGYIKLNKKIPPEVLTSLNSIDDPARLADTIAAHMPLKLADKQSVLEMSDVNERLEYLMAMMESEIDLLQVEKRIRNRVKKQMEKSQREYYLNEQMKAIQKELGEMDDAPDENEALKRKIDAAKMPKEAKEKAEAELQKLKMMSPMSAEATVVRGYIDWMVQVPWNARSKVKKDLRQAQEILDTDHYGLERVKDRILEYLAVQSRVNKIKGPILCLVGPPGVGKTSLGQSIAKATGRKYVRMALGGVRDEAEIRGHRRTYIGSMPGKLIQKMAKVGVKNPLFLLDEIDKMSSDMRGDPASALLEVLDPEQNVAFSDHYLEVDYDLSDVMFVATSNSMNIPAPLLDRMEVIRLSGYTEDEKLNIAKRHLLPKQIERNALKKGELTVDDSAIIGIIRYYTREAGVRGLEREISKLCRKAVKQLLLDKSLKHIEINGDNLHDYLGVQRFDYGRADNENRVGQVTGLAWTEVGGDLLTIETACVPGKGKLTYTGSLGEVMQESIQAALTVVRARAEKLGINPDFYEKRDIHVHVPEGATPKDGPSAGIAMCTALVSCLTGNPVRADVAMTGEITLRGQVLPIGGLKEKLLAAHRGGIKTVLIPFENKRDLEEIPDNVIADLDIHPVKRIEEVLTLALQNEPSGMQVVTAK
Neddyl block: inhibitors of cullin neddylation, primary screen, biochemical, TR-FRET, uHTS, NAE and Ubc12. NEDD8-conjugating enzyme Ubc12 (Homo sapiens) + NEDD8-activating enzyme E1 regulatory …. calls only at 25 µM. hit rate 0.58% among 360,000; in the data active = inhibition above about 36%
CendR NRP1 mod: modulators of CendR peptide binding to NRP-1, primary screen, biochemical, fluorescence polarization, uHTS; inhibition, % at 25 µM; FAM-RPARPAR peptide binding to NRP-1; hit rate 0.85% among 360,000;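 active = inhibition or corrected inhibition above about 18%, plus a signal ratio from 0.5 to 1.5, limit read from the data, passing the limit was not always enough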; note: strong numbers were not always called active
* marks the source's active call; other numbers are inactive results; i = inactive; · = no result given.

| canonical_smiles | MsrA act | PABP1 MLLE inh | MT1-MMP act inh | FAS-TE inh | SKN-1 inh | Rin1 Abl inh | eLon inh | Neddyl block | CendR NRP1 mod |
| --- | --- | --- | --- | --- | --- | --- | --- | --- | --- |
| O=C(CSc1ccc2nnc(-c3ccccn3)n2n1)Nc1nccs1 | -2 | 13 | 1 | -3 | -9 | -1 | -7 | i | -6 |
| Cc1ccc(S(=O)(=O)N2CCOC2CNC(=O)C(=O)NCc2ccc3c(c2)OCO3)cc1 (centres undefined) | -3 | 8 | 2 | 5 | 2 | 3 | 10 | i | -4 |
| O=C(N1CCOCC1)n1cnc2ccccc21 | -15 | -3 | -3 | -10 | -6 | -2 | -4 | i | 6 |
| CC1(c2ccc3c(c2)OCO3)NC(=O)N(CC(=O)Nc2ccccc2)C1=O (centres undefined) | -7 | -10 | 1 | -1 | -6 | 1 | 8 | i | 2 |
| CCOC(=O)N1CCN(CC(=O)NC(=O)Nc2ccc3c(c2)OCCO3)CC1 | 4 | 5 | 2 | -8 | -3 | 1 | 8 | i | -5 |
| Cn1c2ccccc2c2ccc3c(c21)C(=O)C=CC3=O | -3 | 31 | 2 | 18 | 5 | 5 | -31 | i | -23 |
| O=C(NC(Nc1ncccn1)C(=O)c1ccccc1)c1ccccc1 (centres undefined) | -2 | -11 | -1 | -6 | -8 | 0 | -11 | i | -4 |
| COc1ccccc1NC(NC(=O)c1ccccn1)C(Cl)(Cl)Cl (centres undefined) | -3 | -6 | 3 | -3 | 1 | 2 | 0 | i | 9 |
| COc1ccc2c(C)nc(Nc3nc(C)cc(C)n3)nc2c1 | -2 | -16 | -1 | -14 | -3 | -2 | -14 | i | -30 |
| Cc1nn(C(=O)/C(C#N)=C/N(C)C)c(C)c1C | -7 | 2 | -1 | -8 | 6 | 1 | -2 | i | 3 |
| COc1ccccc1-n1c(SCC(=O)NC2CC2)nc2ccccc2c1=O | -4 | 0 | -4 | -2 | -8 | 1 | -10 | i | -17 |
| COc1cc(NC(=O)c2cc(S(=O)(=O)N3CCCCC3)ccc2N2CCOCC2)cc(OC)c1 | -3 | -13 | -3 | 14 | -11 | 1 | -8 | i | -4 |
| O=C(CCC(=O)Nc1ccccc1Cl)N/N=C/c1ccccc1 | -3 | 11 | 5 | -10 | -2 | 3 | 1 | i | -9 |
| Cc1ccc(OCCCCN(C)Cc2ccccc2)c(Br)c1 | -7 | 1 | -1 | 10 | 2 | 1 | -2 | i | 0 |
| O=C(CNC(=O)c1ccc(Cl)c([N+](=O)[O-])c1)NCC1CCCO1 (centres undefined) | 0 | 1 | 2 | 8 | -2 | 1 | -2 | i | 12 |
| Cc1sc(N/N=C/c2cccnc2)nc1-c1ccccc1 | -3 | 3 | -9 | 9 | -5 | -3 | -4 | i | -10 |
| COc1ccnc(-n2cccc2/C=N/O)c1C#N | -2 | 3 | 0 | -3 | 10 | -1 | 5 | i | 4 |
| O=C(COc1ccc(F)cc1)Nc1nnc(S(=O)(=O)N2CCCC2)s1 | 0 | -36 | 6 | -3 | 21 | 1 | -1 | i | -15 |
| COC(=O)COc1ccc2c(c1C)O/C(=C\c1ccco1)C2=O | -3 | -22 | -7 | 5 | 2 | -1 | -20 | i | -23 |
| CC(C)COc1ccc(C(=O)OCCN2CCCCC2)cc1 | 1 | 4 | 3 | -5 | -1 | 5 | -9 | i | 14 |
| Cc1cc(C)c(S(=O)(=O)N2CCCCC2CCNC(=O)C(=O)NC2CC2)c(C)c1 (centres undefined) | 0 | 5 | 0 | -6 | -13 | 2 | 4 | i | 6 |
| COc1ccc(C(=O)O)cc1S(=O)(=O)N(C)C | -3 | -7 | 3 | -3 | 9 | 3 | -3 | i | 1 |
| CCC(=O)c1ccccc1OCCSc1nc(C)cc(=O)[nH]1 | -8 | 33 | 11 | -8 | -1 | 3 | -7 | i | 3 |
| Cc1nn(-c2ccc(F)cc2)c(Cl)c1/C=C1\C(=O)Nc2ccccc21 | 0 | 3 | -35 | 0 | 9 | 2 | 4 | i | -12 |
| Cc1ccc(-c2nnn(CC(=O)N(CCN3CCOCC3)C(C(=O)NC(C)(C)C)c3ccco3)n2)cc1 (centres undefined) | -5 | -5 | -1 | 0 | -1 | -3 | -1 | i | 18 |
| CC(=O)N(C)c1ccc(NC(=O)Cc2cccc3ccccc23)cc1 | -4 | 2 | 3 | -3 | 0 | -5 | -2 | i | -11 |
| CCNc1nc(N)nc(Oc2ccc(C(=O)OC)cc2)n1 | 2 | -13 | 0 | -3 | 3 | 5 | 0 | i | 4 |
| Cc1cc(C(=O)COC(=O)c2ccc(Br)o2)c(C)n1C | -2 | 5 | -6 | 2 | 14 | -2 | -7 | i | 4 |
| C=CCC[C@H](Cc1ccc(F)cc1)C(=O)OC[C@@H](Cc1c[nH]c2ccccc12)NC(=O)[C@H](CC=C)CC(=O)NCCO | 5 | 0 | 0 | 11 | 11 | -2 | -15 | i | 20 |
| COc1ccccc1/C=C/CN1CCCC(CCC(=O)NCc2ccc(F)c(F)c2)C1 (centres undefined) | 1 | -11 | 3 | 0 | 6 | 0 | 2 | i | -4 |
| O=S(=O)(c1cccs1)N1CCN(CC(O)COC2CCCc3ccccc32)CC1 (centres undefined) | 0 | -5 | -3 | 1 | -8 | 0 | -8 | i | -2 |
| COCCn1c(SCCN2CCCCC2)nc2ccccc2c1=O | -8 | 6 | -4 | -10 | 2 | -2 | -4 | i | -8 |
| Cc1cc(=O)oc2ccc(OCC(=O)N3CCc4ccccc43)cc12 | -4 | -8 | 1 | 4 | -5 | -1 | 2 | i | -2 |
| CCN1C(=O)[C@H]2[C@H]3CN=C(SCc4ccc(C#N)cc4)N3[C@@](Cc3ccccc3)(C(=O)OC)[C@H]2C1=O | -1 | -3 | -2 | -15 | 9 | -1 | 2 | i | -6 |
| CC1CC(CC(=O)NC(=S)Nc2ccccc2Cl)C(=O)O1 (centres undefined) | -2 | 36 | -3 | -10 | -13 | 0 | -2 | i | -7 |
| COc1ccc(NC(=O)/C(=C/c2ccc(OC(C)=O)c(OC)c2)NC(C)=O)cc1 | 0 | -14 | -7 | -2 | 7 | -1 | -20 | i | -14 |
| CSCC[C@H](NC(=O)C1CCN(C(=O)[C@@H](N)Cc2ccccc2)CC1)C(=O)O | -2 | -11 | 3 | -6 | 7 | 1 | -3 | i | 14 |
| CSc1nnnn1-c1ccc(C(=O)O)cc1 | -4 | 7 | 2 | -7 | 11 | -4 | 2 | i | -2 |
| CCOC(=O)N1CCN(C(=O)/C(=C/c2ccc(OC)c(OC)c2)NC(=O)c2ccccc2)CC1 | -3 | -21 | 7 | -4 | 5 | -6 | -3 | i | -4 |
| COCCSc1nnc(NC(=O)C2CC(=O)N(c3ccc(OC)cc3)C2)s1 (centres undefined) | -2 | -2 | 3 | -1 | -1 | 4 | 0 | i | 1 |

By substructure: those above containing an NH in an aromatic ring (two)
| canonical_smiles | MsrA act | PABP1 MLLE inh | MT1-MMP act inh | FAS-TE inh | SKN-1 inh | Rin1 Abl inh | eLon inh | Neddyl block | CendR NRP1 mod |
| --- | --- | --- | --- | --- | --- | --- | --- | --- | --- |
| CCC(=O)c1ccccc1OCCSc1nc(C)cc(=O)[nH]1 | -8 | 33 | 11 | -8 | -1 | 3 | -7 | i | 3 |
| C=CCC[C@H](Cc1ccc(F)cc1)C(=O)OC[C@@H](Cc1c[nH]c2ccccc12)NC(=O)[C@H](CC=C)CC(=O)NCCO | 5 | 0 | 0 | 11 | 11 | -2 | -15 | i | 20 |

The list continues:
| canonical_smiles | MsrA act | PABP1 MLLE inh | MT1-MMP act inh | FAS-TE inh | SKN-1 inh | Rin1 Abl inh | eLon inh | Neddyl block | CendR NRP1 mod |
| --- | --- | --- | --- | --- | --- | --- | --- | --- | --- |
| COc1ccccc1N1C(=O)S/C(=C\c2cc(C)n(C)c2C)C1=O | -3 | -14 | -1 | 7 | -1 | -1 | -4 | i | -84 |
| O=c1c2cc(N3CCOCC3)ccc2[nH]c(=S)n1CCCN1CCCC1 | -4 | -33 | 3 | -4 | -1 | -7 | -4 | · | -14 |
| O=C(NCCCNCCCNC(=O)c1ccccn1)c1ccccn1 | -1 | 5 | -6 | -4 | 13 | -1 | 0 | i | -5 |
| Cc1ccc(C)n1-c1ccsc1C(=O)CC#N | -6 | -6 | -2 | -4 | 1 | 1 | -3 | i | 0 |
| CCC(=O)Nc1c(C(=O)N2CCN(c3ccccn3)CC2)cnn1-c1ccc(Cl)cc1 | -3 | -14 | 2 | -7 | -15 | 1 | -15 | i | -8 |
| CCCC1(C(=O)OCC)NC(c2ccc(N(C)C)cc2)C2C(=O)N(c3ccccc3)C(=O)C21 (centres undefined) | -3 | -3 | 3 | 4 | 38* | -3 | 7 | i | -4 |
| OC(Cn1cncn1)c1ccc(Cl)cc1Cl (centres undefined) | -4 | -2 | -1 | -7 | -3 | 3 | -7 | i | -5 |
| CC(=O)Nc1ccc(S(=O)(=O)NNC(=O)CCc2ccccc2)cc1 | -2 | -12 | 3 | -5 | -2 | -1 | 11 | i | 7 |
| O=C(Nc1ccccc1)c1cccnc1N1CCOCC1 | -5 | 2 | -8 | -7 | 6 | -4 | -5 | i | -9 |
| CN(Cc1cccc(F)c1)C(=O)C1CC(=O)N(Cc2ccco2)C1 (centres undefined) | 0 | 2 | -1 | -2 | 2 | -1 | 15 | i | -9 |
| O=C(c1cn(-c2ccccc2)nc1-c1cccnc1)N1CCN(S(=O)(=O)c2ccccc2F)CC1 | -2 | 1 | -4 | 3 | 11 | 0 | 1 | i | -8 |
| COc1ccc(C(=O)N2CCNC(=O)C2CC(=O)Nc2cccc(Cl)c2Cl)cc1 (centres undefined) | -1 | -9 | -1 | -4 | 9 | 0 | 6 | i | 0 |

Of the compounds above, these have fluorine:
| canonical_smiles | MsrA act | PABP1 MLLE inh | MT1-MMP act inh | FAS-TE inh | SKN-1 inh | Rin1 Abl inh | eLon inh | Neddyl block | CendR NRP1 mod |
| --- | --- | --- | --- | --- | --- | --- | --- | --- | --- |
| O=C(COc1ccc(F)cc1)Nc1nnc(S(=O)(=O)N2CCCC2)s1 | 0 | -36 | 6 | -3 | 21 | 1 | -1 | i | -15 |
| Cc1nn(-c2ccc(F)cc2)c(Cl)c1/C=C1\C(=O)Nc2ccccc21 | 0 | 3 | -35 | 0 | 9 | 2 | 4 | i | -12 |
| C=CCC[C@H](Cc1ccc(F)cc1)C(=O)OC[C@@H](Cc1c[nH]c2ccccc12)NC(=O)[C@H](CC=C)CC(=O)NCCO | 5 | 0 | 0 | 11 | 11 | -2 | -15 | i | 20 |
| COc1ccccc1/C=C/CN1CCCC(CCC(=O)NCc2ccc(F)c(F)c2)C1 (centres undefined) | 1 | -11 | 3 | 0 | 6 | 0 | 2 | i | -4 |
| CN(Cc1cccc(F)c1)C(=O)C1CC(=O)N(Cc2ccco2)C1 (centres undefined) | 0 | 2 | -1 | -2 | 2 | -1 | 15 | i | -9 |
| O=C(c1cn(-c2ccccc2)nc1-c1cccnc1)N1CCN(S(=O)(=O)c2ccccc2F)CC1 | -2 | 1 | -4 | 3 | 11 | 0 | 1 | i | -8 |

Screening results as filed in PubChem.
